EWS-Fli block: EWS/Fli-driven NR0B1 reporter inhibitors, primary screen, A673 cells, NR0B1 luciferase, luminescence, MLPCN library; viability-normalised; hit rate 0.67% among 350,000; inhibition, % at 12.6 µM;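 active means mean inhibition of at least 50% after viability correction, with every replicate also passing that limit; inconclusive means mean reaches 50% but only one of two replicates passes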;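 further: firefly luciferase signal divided by Alamar Blue viability fluorescence both relative to DMSO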
GSIS activator: GLuc luminescence reporter in INS-1E cells, primary screen for activators of glucose-dependent secretion of insulin; INS-1E GLuc reporter insulin secretion, 2-3 h; activation, % at 16.6 µM; hit rate 0.61% among 370,000; AID 743287, 2014;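 active means lowest replicate activation of at least 40%, so every replicate reaches that level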;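 further: 0% = median of neutral control wells and 100% = median of IBMX positive control wells; some compounds called inactive have numbers as strong as hits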
DENV2 CPE: inhibitors of DENV2 cytopathic effect, primary screen, cell-based, plate reader, single concentration; hit rate 1.7% among 350,000; DENV2-infected cells, cytopathic effect rescue; AID 651640, 2012; CPE inhibition, % at 9.99 µM; in the data active means CPE inhibition above about 20%, passing the limit was not always enough; inconclusive means no clear call, values can overlap the other calls; tested in BHK-21 cells;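 further: 0% = median of neutral control wells and 100% = median of positive control wells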
FN deposit inh: inhibitors of fibronectin matrix deposition, primary screen, AH1F cells, Alexa488-fibronectin fluorescence, plate reader; AH1F fibroblasts, overnight; inhibition, % at 12.6 µM; hit rate 0.086% among 350,000; AID 743247, 2014;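 active means mean inhibition across replicates of 30% or more, regardless of how many single replicates reach that level; inconclusive means mean under 30% yet at least half of replicates reach 30%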;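 further: positive control wells lacked labelled fibronectin entirely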
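Measured by – fluorescence 485/525 nm · System – AH1F fibroblast monolayer, labelled fibronectin deposition · Amount – 10000 cells per well · Buffer or medium – serum-reduced DMEM (2% serum) · Doses – single dose, pinned · Also added – fluorescent fibronectin at 24 nM final · Schedule – 1 h cell attachment, overnight exposure to compound and label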
PAX8 inh HTS: inhibitors of PAX8-driven TPO luciferase reporter, primary screen, RMG-I cells, single concentration; SteadyGlo, 24 h; inhibition, % at 12.6 µM; hit rate 1.2% among 360,000; AID 652154, 2013;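 active means mean replicate inhibition at least 60% with every replicate also reaching 60%; inconclusive means only one of the two criteria is met; inactive means mean below 60% and not all replicates reaching 60%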;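 further: luciferase light reporting Pax8 driven TPO promoter activity; plate controls were median of neutral control wells for no effect and mitoxantrone controls for full effect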
F508del corr: F508del CFTR correction, initial screen, CFBE line, single point. hit rate 0.36% among 350,000. activity (quench increase), % at 7.58 µM. CFBE cells, YFP halide quenching; stimulated with forskolin plus potentiator P3; % fluorescence drop versus neutral controls;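 active means mean added fluorescence quench of at least 8% versus neutral control, with both replicates also reaching 8%; inconclusive means only one of the mean or replicate conditions met; inactive means mean below 8% and not both replicates reaching 8%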;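 further: cells transiently co-express mutant CFTR-F508del with the halide-sensitive YFP; corrector assay measuring rescue of mutant channel to the surface after 24 h compound exposure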
miR122 inh: miR-122 Renilla sensor signal increase in Huh7, primary screen, miR-122 inhibitor project, cell-based, single point, plate reader | Huh7 miR-122 Renilla luciferase sensor, 48 h; neutral wells = 0, positive control = 100 | activation (reporter increase), % at 12.5 µM | hit rate 0.3% among 340,000 | AID 602342, 2012;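 active means mean replicate activation score at least 90 and every replicate individually at or above 90; inconclusive means only one of the two criteria met; inactive means neither criterion met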;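 further: higher luciferase means less miR-122 activity so hits act as miR-122 inhibitors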
Starred values were filed as active, the others as inactive; ? = inconclusive; . = no result given; & = joins results of further samples; [ ] = dose if it differs, or a comment. Compounds were not picked by outcome, and some 3.9% of all compounds hit somewhere here.

Sequence of screens – FN deposit inh, F508del corr, EWS-Fli block, GSIS activator, DENV2 CPE, PAX8 inh HTS, miR122 inh
1) COc1ccc(OC)c(NC(=O)N2CCCC(C(=O)c3ccccc3OC)C2)c1 (stereo not drawn)
    6, -1.1, -1, 13, 13, 4, 0
2) O=C(Nc1ccc(N2CCOCC2)c(S(=O)(=O)Nc2ccccc2Cl)c1)c1ccc(F)cc1
    19, -0.2, 12, -7, -1, 20, 37
3) Cc1cc(C)cc(CC(CC(=O)Nc2ccc(Cl)cc2)C(=O)O)c1 (stereo not drawn)
    -2, -0.8, -1, -6, ?, -8, .
4) COc1cccc(OCc2cc(C(=O)NCCN3CCCCC3CO)no2)c1 (stereo not drawn)
    2, 1.8, 2, 25, -2, 12, .
5) CC(C)Nc1nc(Cl)nc(NC2CCCCC2)n1
    17, -2.8, -12, ., -2, -20, 1
6) COc1cccc(CN2CCN(c3nc4nonc4nc3NC3CC3)CC2)c1
    -4, -0.3, 16, -8, -3, 10, 3
7) CCC(O)(CC)C(=O)N=Nc1c(O)[nH]c2ccccc12
    0, 1.3, 0, 7, ., 17, .
8) Cc1cc(C)cc(NCC(=O)Nc2c(C)cccc2C)c1
    -2, ., ., ., ., 11, 4
9) C[C@@H]1CN([C@@H](C)CO)S(=O)(=O)c2ccc(C#Cc3ccc(F)cc3)cc2O[C@@H]1CN(C)C
    8, ., -10, -24, 4, 9, -3[16.7 µM]
10) COc1cc(-c2cc3nc(NCc4cccs4)ccn3n2)cc(OC)c1OC
    -20, -2.0, 24, ., ?, -22, .

Additional structures.
Sequence of screens – FN deposit inh, F508del corr, EWS-Fli block, GSIS activator, DENV2 CPE, PAX8 inh HTS, miR122 inh
11) COc1ccc(CN2C[C@@H](CO)O[C@@H](n3cnc4c(NCCCO)ncnc43)C2)cc1
    11, -1.0, -29, 13, 14, 17, 8
12) COc1cc(OC)nc(Oc2ccc(NC(C)=O)cc2)n1
    -26, ., 0, -3, 6, 7, .
13) COc1ccc(C2=CC(=O)CC(c3ccc(OC)cc3)C2)cc1 (stereo not drawn)
    1, -0.4, -20, -6, 5, -11, 5
14) O=C(CCCn1c(=O)[nH]c2cc(Cl)ccc2c1=O)N1CCN(c2ccc([N+](=O)[O-])cc2)CC1
    1, ., ., -2, ., ., 3
15) O=C(CNc1ccccc1Cl)Nc1cc(S(=O)(=O)N2CCOCC2)ccc1Cl
    4, -0.7, 12, -64, -3, 2, 16
16) N#C[C@H]1[C@@H](c2ccc(C#CC3CCCCC3)cc2)[C@@H](CO)N1C(=O)Cc1ccccn1
    ., -0.7, -16, ., 1, 61*, .
17) Cc1cc(C)cc(NC(=O)N2CCC(C(=O)c3ccc(F)cc3)CC2)c1
    ., ., -7, -35, 3, 3, -8
18) CN=C(Nc1cc(C)nn1CCC#N)c1ccccc1F
    ., -2.4, -2, 30, -1, ., .
19) COc1ccc2oc(C(=O)NCc3ccco3)c(C)c2c1
    0, -1.3, -56, 5, 7, -38, -6
20) CCOC(=O)N1CCN(C(=O)Nc2ccc3oc(C)nc3c2)CC1
    ., 0.3, 16, -3, ., ., .

Remaining list, next part:
Sequence of screens – FN deposit inh, F508del corr, EWS-Fli block, GSIS activator, DENV2 CPE, PAX8 inh HTS, miR122 inh
21) Cc1cc(-c2nnc(SCC(=O)Nc3c(C)cccc3C)n2N)n[nH]1
    -8, -0.1, -2, 11, -1, 8, 2
22) CC12COC3(C(=O)Nc4cccnc4)CC1CCC32C (stereo not drawn)
    9, ., ., ., ., -141, -3
23) CC(=O)c1sc(NC(=O)c2ccccc2C)nc1C
    4, -1.6, -65, 13, -5, -66, 1
24) C[C@@H]1CN([C@@H](C)CO)C(=O)CCCn2nncc2CO[C@H]1CN(C)Cc1ccncc1
    5&1, -1.3&0.3&-2.5, -8&-5&-7, 9&-4, -1&-9&-5, -13&-1, -7
25) CC(NC(=O)Nc1ccccc1F)C(C)(C)C (stereo not drawn)
    -3, 3.5, 0, -5, -5, 0, .
26) C/C(=N\NC(=O)COc1ccc(C(C)(C)C)cc1)c1ccccc1
    0, -2.0, 7, -45, 1, 7, -4
27) COCCNC(=O)c1nn2cccnc2c1Cl
    -1, ., ., -3, ., ., 0
28) COc1cc(NC(=O)c2ccnnc2)cc(C(=O)Nc2cccc(C(F)(F)F)c2)c1
    20, 0.8, 6, ., 1, 1, -3
29) O=C(CSc1nnc(Nc2ccccc2)s1)Nc1cccc(S(=O)(=O)N2CCCCC2)c1
    -8, ., 0, -20, -5, -8, -3
30) CCc1ccc(NC(=O)CSc2nnc(CNC(=O)c3cccs3)o2)cc1
    4, 1.0, ., 4, -4, 3, 4

Reformatted: entries from further up.
22. CC12COC3(C(=O)Nc4cccnc4)CC1CCC32C (stereo not drawn)
  FN deposit inh: 9
  F508del corr: .
  EWS-Fli block: .
  GSIS activator: .
  DENV2 CPE: .
  PAX8 inh HTS: -141
  miR122 inh: -3
23. CC(=O)c1sc(NC(=O)c2ccccc2C)nc1C
  FN deposit inh: 4
  F508del corr: -1.6
  EWS-Fli block: -65
  GSIS activator: 13
  DENV2 CPE: -5
  PAX8 inh HTS: -66
  miR122 inh: 1
24. C[C@@H]1CN([C@@H](C)CO)C(=O)CCCn2nncc2CO[C@H]1CN(C)Cc1ccncc1
  FN deposit inh: 5&1
  F508del corr: -1.3&0.3&-2.5
  EWS-Fli block: -8&-5&-7
  GSIS activator: 9&-4
  DENV2 CPE: -1&-9&-5
  PAX8 inh HTS: -13&-1
  miR122 inh: -7
25. CC(NC(=O)Nc1ccccc1F)C(C)(C)C (stereo not drawn)
  FN deposit inh: -3
  F508del corr: 3.5
  EWS-Fli block: 0
  GSIS activator: -5
  DENV2 CPE: -5
  PAX8 inh HTS: 0
  miR122 inh: .

Other results
Sequence of screens – FN deposit inh, F508del corr, EWS-Fli block, GSIS activator, DENV2 CPE, PAX8 inh HTS, miR122 inh
31) COc1cc(/C=C/C(=O)Nc2ccncc2)cc(OC)c1OC
    -5, ., ., 4, ., 0, .
32) CN1C(=O)c2ccccc2C(O)c2ccccc21 (stereo not drawn)
    0, ., -9, -8, -7, 4, 8
33) CC(C)NC(=O)CSc1nnc(-c2ccc(F)cc2)c2ccccc12
    -27, 0.9, -3, 16, 8, 23, .
34) Cc1c(Cl)c([N+](=O)[O-])nn1CCCC(=O)Nc1c(Cl)cccc1Cl
    7, ., ., 1, ., 9, 6
35) Cc1nn(-c2ccccc2)c(Cl)c1C(=O)OCC(=O)N(C)c1c(N)n(Cc2ccccc2)c(=O)[nH]c1=O
    -9, 1.8, -6, 26, -9, 11, 2
36) C[C@@H]1CCCCO[C@@H](CN(C)S(C)(=O)=O)[C@H](C)CN([C@H](C)CO)C(=O)c2cc(NC(=O)Cc3ccccc3)ccc2O1
    ., -2.8, -6, -3, -3, 5, 3[16.7 µM]
37) CC(=O)c1cc(C)ccc1OC(=O)CN1C(=O)c2ccccc2C1=O
    -4, -1.7, 3, 4, 2, 48, 0
38) CN(CCc1ccccc1)C(CCc1ccccc1)C(=O)Nc1ccc2c(c1)OCCO2 (stereo not drawn)
    -1, -1.4, -10, -23, -2, -20, 14
39) CCOC(=O)Nc1ccc(C)cc1Br
    -14, ., ., ., ., -11, -1
40) Cc1nnc(NC(=O)c2ccc3c(c2)C(=O)N(CCC(C)C)C3=O)s1
    8, ., ., 1, ., ., 0

Going on with the list.
Sequence of screens – FN deposit inh, F508del corr, EWS-Fli block, GSIS activator, DENV2 CPE, PAX8 inh HTS, miR122 inh
41) N#C[C@H]1[C@@H](c2ccccc2-c2cccc(F)c2)[C@@H](CO)N1C(=O)Cc1cccnc1
    -3, 1.7, 6, -5, -5, 3, .
42) Cn1c(CSc2nc3ccccc3s2)n[nH]c1=S
    5, ., ., -11, ., -2, 3
43) CCNC(=O)[C@@H]1[C@@H](CO)[C@@H]2Cn3c(ccc(-c4cncnc4)c3=O)[C@@H]2N1Cc1ccc2c(c1)OCO2
    ., ., -4, 8, ?, ., .
44) O=C(O)C[C@@H]1CC[C@@H](NC(=O)c2ccncc2)[C@@H](CO)O1
    -2, -0.7, -4, 2, 2, -20, -1[16.7 µM]
45) COc1ccc(C=O)c(OCc2cn(CC(=O)c3ccc(O)cc3)nn2)c1
    ., 0.4, -2, 8, ?, -17, -3
46) C/C(=N\Nc1nccnc1Cl)c1ccc(O)c(C)c1
    -2, -0.7, -42, ., -4, -17, 4
47) COC(=O)c1ccc(CSc2ccccc2NC(=S)Nc2cccc(C(F)(F)F)c2)o1
    -1, -4.6, -32, -21, 9, -18, 1
48) COc1ccc(N=C(C)C2=C(O)CSC2=O)cc1
    ., 1.2, -70, -3, ., ., 4
49) CN(Cc1ccon1)C(=O)CCc1nnc(CCCCc2ccccc2)o1
    ., 0.3, -10, -8, 3, 2, -10
50) CC(C)CCCCCCCCc1cccc(O)c1C(=O)O
    ., 0.6, -3, ., 8, ., .

New compounds follow.
Sequence of screens – FN deposit inh, F508del corr, EWS-Fli block, GSIS activator, DENV2 CPE, PAX8 inh HTS, miR122 inh
51) CCCCNC(=O)c1nc(C2CCN(S(=O)(=O)c3ccc(OC(F)(F)F)cc3)CC2)oc1-c1ccccc1
    3, -0.6, 14, -3, 3, 12, .
52) COc1ccccc1NC(=O)Nc1ccc2c(c1)OC[C@H](C)NC[C@@H](C)[C@H](OC)CN(C)C2=O
    13, -0.9, 2, -5, 5, ., -1[16.7 µM]
53) CCc1nnc(NC(=O)C2Cc3ccccc3CN2S(=O)(=O)c2c(C)c(C)cc(C)c2C)s1 (stereo not drawn)
    ., -1.5, -62, ., -2, ., 4
54) O=C(C[C@@H]1CC[C@@H]2[C@H](COC[C@@H](O)CN2C(=O)Nc2ccc(Cl)c(Cl)c2)O1)NC1CCC1
    -3, 1.9, -4, -15, -1, 5, 7[16.7 µM]
55) COc1ccc(NC(=O)Nc2ccc3c(c2)C(=O)N([C@@H](C)CO)C[C@H](C)[C@@H](CN(C)Cc2ccncc2)O3)cc1
    ., 1.0, -2, -13, 1, -22, 8[16.7 µM]
56) COCC(=O)N[C@@H]1C=C[C@H](CC(=O)NCc2ccccc2OC)O[C@H]1CO
    -13, -1.8, 4, 8, 0, -17, .
57) N/C(=N\OC(=O)Cc1ccccc1)c1ccc(Br)cc1
    2, ., 2, ., 0, -91, .
58) CCC(NC(=O)c1cc(COc2cncc(Cl)c2)on1)c1ccncc1 (stereo not drawn)
    11, -0.2, ., 4, 4, -46, -1
59) CCOc1ccc(OCC)c(NC(=O)CNS(=O)(=O)c2cccs2)c1
    -11, ., ., ., ., -7, 1
60) O=C(CCN1CCCCC1)N[C@@H]1CC[C@H](CCNS(=O)(=O)c2ccc(F)cc2)O[C@H]1CO
    ., 3.1, 0, 20, -1, -30, .
61) CO[C@@H]1CN(C)C(=O)c2cc(NC(=O)Nc3cccc(Cl)c3)ccc2OC[C@H](C)N(C(=O)Nc2c(C)noc2C)C[C@@H]1C
    2, 3.8, -3, -12, ., ., -7[16.7 µM]
62) C[C@@H](O)C#Cc1ccc([C@@H]2[C@@H](CO)N3CCCCN(C(=O)c4cccc(F)c4)C[C@@H]23)cc1
    ., 0.5, -7, 12, -1, -28, 1[16.7 µM]
63) C[C@H](CO)N1C[C@H](C)[C@H](CN(C)S(=O)(=O)c2cn(C)cn2)Oc2ccc(NC(=O)Cc3cn(C)c4ccccc34)cc2C1=O
    ., -1.7, -13, -8, -2, ., -1[16.7 µM]

Screening results deposited in PubChem by Broad Institute.
